14-3-3g Raf: modulators of 14-3-3 gamma protein binding, primary screen, biochemical, fluorescence polarization | 14-3-3 protein gamma (Homo sapiens), P61981 | FP, 14-3-3gamma / TMR-pS259-Raf peptide binding | inhibition, % at 40 µM | 160,000 compounds, 0.19% hits; in the data active means inhibition above about 30%;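 further: 0% = protein plus tracer without compound and 100% = blank with tracer alone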
Target sequence (P61981 whole entry, looked up): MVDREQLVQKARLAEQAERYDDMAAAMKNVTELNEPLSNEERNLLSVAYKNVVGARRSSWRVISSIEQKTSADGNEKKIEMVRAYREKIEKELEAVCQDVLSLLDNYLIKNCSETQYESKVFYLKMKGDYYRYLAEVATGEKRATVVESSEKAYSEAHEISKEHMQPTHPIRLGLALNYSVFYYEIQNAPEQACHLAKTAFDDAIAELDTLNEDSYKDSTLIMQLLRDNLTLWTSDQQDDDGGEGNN
* = called active by the depositor; & = joins results of further samples. Not all compounds are listed (hit frequency here may not be typical).

SMILES | 14-3-3g Raf
O=C(CC(Sc1cccc2cccnc12)c1ccc2c(c1)OCO2)c1cccs1 (centres undefined) | 4
Cc1ccc(C)c(Cn2c(C(C)O)nc3ccccc32)c1 (centres undefined) | 12
COc1ccc(Cc2nnn(CC(=O)O)n2)cc1 | 2&3
CCOc1c(OC)cccc1C1CC(=O)Nc2cc3c(cc21)OCCO3 (centres undefined) | 2
COc1ccc(CN(Cc2ccncc2)C(=O)CCC(=O)O)cc1 | 1
O=C1CCCN1CN(C(=O)c1ccc2c(c1)OCO2)c1ccc(F)cc1 | -3
CCOCCCNC(=O)C1c2ccccc2C(=O)N2CCc3ccccc3C12 (centres undefined) | 0
CCOC(=O)C1=C(C)NC2=C(C(=O)c3ccccc32)C1c1cc(Br)ccc1OCC (centres undefined) | -2
COc1ccc(CNS(=O)(=O)c2c(C)nn(C)c2C)cc1 | -8
CCSc1nnc(NC(=O)C(CC)(C(F)(F)F)C(F)(F)F)s1 | 2
S=c1sc2c(N3CCCCC3)ncnc2n1-c1ccccc1 | 2
Cc1ccc(S(=O)(=O)N2c3ccc(S(N)(=O)=O)cc3CC2C)cc1 (centres undefined) | 2&-9
COc1ccc(-c2ccc(=O)n(CC(=O)N3CCN(c4ccccc4OC)CC3)n2)cc1 | -1
Cc1ccc(SCc2nc(-c3ccncc3)no2)cc1 | 0
COCCOC(=O)C1=C(C)NC(=O)NC1c1ccc(N(C)C)cc1 (centres undefined) | -5
CC(C)CC(=O)N1CCN(S(=O)(=O)c2ccc([N+](=O)[O-])cc2)CC1 | 7
C=CCNc1ncnc2c1c(-c1ccccc1)cn2-c1ccc(F)cc1 | -9
O=C(Nc1ccc(Br)cc1)c1ccc(F)c(S(=O)(=O)N2CCCCCC2)c1 | -22
Cc1occc1C(=O)Nc1ccc2c(c1)CCC2 | 0
COC(=O)c1ccc2c(c1)NC(=O)C1CCCN21 (centres undefined) | -4
CCOc1ccc(-n2c(SC(C)CC)nc3c(c2=O)SCC3)cc1 (centres undefined) | -1
CC1CCN(S(=O)(=O)c2ccc3nc(-c4ccncc4)cc(C(=O)NCCc4ccc(Cl)cc4)c3c2)CC1 | -8
Cc1ccccc1C(=O)Nc1nc2ccc(Br)cc2s1 | -2
Cc1cc(C)n2nc(Cc3ccccc3)nc2n1 | -2
CC1CCN(C(=O)CCNC(=O)c2cccs2)CC1 | -7
CCC1CCCCN1C(=O)CSc1nc2c([nH]c3ccccc32)c(=O)n1-c1cccc(OC)c1 (centres undefined) | -6
COc1ccc(S(=O)(=O)Cc2ccc(C(=O)N3CCN(c4ncccn4)CC3)o2)cc1 | -3
COc1cc2c(cc1OC)C(COc1ccc(F)cc1)N(C(=O)c1ccc(S(=O)(=O)N3CCCC3)cc1)CC2 (centres undefined) | -39
COc1c(S(=O)(=O)N2CCCC2)ccc(Cl)c1Cl | 13
O=C(CCCCn1c(=O)[nH]c2ccccc2c1=O)NCCC1=CCCCC1 | -6

Fetched by structure from the entries so far:
SMILES | 14-3-3g Raf
Cc1occc1C(=O)Nc1ccc2c(c1)CCC2 | 0
O=C(CC(Sc1cccc2cccnc12)c1ccc2c(c1)OCO2)c1cccs1 (centres undefined) | 4
COc1ccc(-c2ccc(=O)n(CC(=O)N3CCN(c4ccccc4OC)CC3)n2)cc1 | -1

Going on with the list:
SMILES | 14-3-3g Raf
Cc1c(C(=O)NCCCN2CCCC2=O)oc2ccc(S(=O)(=O)N3CCOCC3)cc12 | 2
CCc1nc(N)c(C#N)c(-c2cccn2C)c1C | 7
CCOC(=O)CNC(=O)C1CCCc2c1[nH]c1ccc(Cl)cc21 (centres undefined) | -1
Cc1ccc2nsnc2c1S(=O)(=O)N1CCCC1 | -8
CCC(Sc1nc2c(cc1C#N)CC(C)CC2)C(=O)Nc1cc(C)on1 (centres undefined) | -5
CCOC(=O)C1=C2N(C)c3ccccc3N2CCC1=O | -18
Cc1cc(CN2CCOCC2)c(C)cc1O | -4
Cc1ccccc1OCC(=O)Nc1cccc(-c2nc3ccccc3[nH]2)c1C | 5
CC(C)Cn1c(SCc2nnc(-c3cccs3)o2)nc(O)cc1=O | -1
CCOc1ccc(C2C3=C(CCCC3=O)NC3=C2C(=O)CCC3)cc1OCC | -7
O=C(CSc1nc2nc(-c3cccs3)cc(C(F)(F)F)c2c(=O)[nH]1)NCc1ccco1 | -5
CC(C)CN(CC(C)C)S(=O)(=O)c1ccc(C(=O)Nc2nc3c(s2)CCCC3)cc1 | -1
CC[n+]1c(C=C2Sc3cc(C)ccc3N2CCO)ccc2ccccc21 | -116
O=C(Nc1ccc(Cl)c([N+](=O)[O-])c1)C1CC(=O)N(c2ccc(F)cc2)C1 (centres undefined) | 0
c1ccc2c(c1)sc1nncn12 | -3
CCOc1ccc(S(=O)(=O)Nc2ccc(OC(F)(F)F)cc2)c2cccnc12 | 2
COc1ccc(-n2nc3c(c2NC(=O)CC(C)C)CSC3)cc1 | -8
Nc1c(C(=O)Nc2ccc3ccccc3c2)sc2nc(-c3ccccc3)cc(-c3ccco3)c12 | -32
CCN(CC(=O)NCc1cccs1)c1ccc(S(=O)(=O)N2CCOCC2)cn1 | -6
CCCCN(Cc1cc2cc(OC)ccc2[nH]c1=O)C(=O)c1ccccn1 | -4
COc1cccc(OCC(=O)NC2CCCCC2)c1 | 1
COc1ccc(CCNc2nc(SCC#N)nc3ccccc23)cc1OC | -7
CCOC(=O)c1c(N)n(CCc2ccc(OC)c(OC)c2)c2nc3ccccc3nc12 | -128
CCN(CCCNC(=O)CN(C)S(=O)(=O)c1ccc2c(c1)CCC(=O)N2)c1cccc(C)c1 | -3
CCOc1cc2[nH]c(=O)n(CCC(=O)N3CCN(c4ccccc4OC)CC3)c(=O)c2cc1OCC | -1
CC(=O)c1cccc(NC(=O)COc2ccc(Br)cc2)c1 | 2
C=CCc1cccc(CNc2c(C)cc(C)cc2C)c1O | -13
Cc1ccc(NC(=O)Cn2cnc3sc(C(=O)N4CCC(C(N)=O)CC4)c(C)c3c2=O)cc1Cl | -18
COc1cc(C(=O)NCC(=O)N2CCN(c3ccccc3)CC2)cc(OC)c1OC | -2
Cc1ccc(C2Oc3ccc(Cl)cc3C3=C2C(c2ccccc2F)n2ncnc2N3)cc1 (centres undefined) | -4
CCOc1ccccc1N(C(=O)c1ccco1)C(C(=O)NC1CCCC1)c1cccnc1 (centres undefined) | -4
Cc1ccc(C(=O)Oc2ccc(N3C(=O)C4CCC(C)CC4C3=O)cc2)cc1 (centres undefined) | 4
c1ccc(CCn2nnnc2CN2CCc3ccccc32)cc1 | -10
CC1(C)Oc2ccc(C(=O)NC3CCCC3)cc2N(CC(=O)NC2CCCC2)C1=O | -7
O=C(CC(SCc1ccco1)c1ccc(Cl)cc1)c1cccs1 (centres undefined) | 1
CCN(CC)CC(=O)c1ccc(-c2ccccc2)cc1 | -5
COc1ccc(OC)c(S(=O)(=O)n2nnc3ccccc32)c1 | 1&-3
CCC12CN3CC(CC)(CN(C1)C3c1ccc(O)cc1O)C2=O (centres undefined) | -3
CCOc1ccc(C(CC(=O)O)NC(=O)c2ccco2)cc1 (centres undefined) | -9
CC1(C)Cc2nc3sc4c(NCCCO)ncnc4c3cc2CO1 | 2
NS(=O)(=O)c1ccc(NC(=O)CSC2=NC(=O)C(c3ccccc3)C(=O)N2)cc1 (centres undefined) | -1&2
CC1Cc2nc(SCC(=O)N3CCOCC3)n(-c3ccccc3)c(=O)c2S1 (centres undefined) | -1
O=C(Nc1ccc(F)cc1)c1cc(=O)c2ccccc2o1 | 3
CCOC(=O)Cn1nnnc1CN(Cc1ccc(OC)cc1)Cc1cc2cc(CC)ccc2[nH]c1=O | -3
CCCCCOC(=O)Cn1c(=O)oc2ccccc21 | 2
Cc1ncc(CO)c2cc(-c3nnc(Nc4ccc(Br)cc4)s3)c(=O)oc12 | -11
CCC(C)(C)n1c(=O)[nH]c2c(c1=O)CCC2 | 0
O=C(CN1C2=NCCCN2c2ccccc21)c1ccc(-c2ccccc2)cc1 | -5
CC(Sc1ccccn1)C(=O)Nc1ccc(S(N)(=O)=O)cc1 (centres undefined) | -5
O=C1C(=O)N(CCN2CCOCC2)C(c2ccccn2)/C1=C(/O)c1ccccc1 (centres undefined) | -13
CC1CCCN(S(=O)(=O)c2ccc(C(=O)Nc3nc(-c4ccccn4)cs3)cc2)C1 (centres undefined) | -30
COc1ccc(CCNC(=O)C2CCN(c3nc4ccccc4[nH]3)CC2)cc1OC | -4
CCOc1ccc(NC(=O)C2c3cc(OC)c(OC)cc3C(=O)N(C)C2c2ccc(OC)cc2)cc1 (centres undefined) | -2
S=C1NC2(CCCC2)Nc2ccccc21 | -14
O=C(CSc1n[nH]c(-c2ccc(S(=O)(=O)N3CCCCC3)cc2)n1)Nc1nccs1 | -5
CCOCC(=O)Nc1cc(OC)c(Cl)cc1OC | 14
CCNC(C)=Cc1nsc(Nc2ccc(Cl)cc2)n1 | -33
CCn1c(=S)[nH]c2sc3c(c2c1=O)CCC(C)C3 (centres undefined) | 5
COc1ccc(C2Nc3ccccc3C(=O)N2Cc2ccccc2)cc1Cn1nc(C)c([N+](=O)[O-])c1C (centres undefined) | -8
CCOC(=O)c1sc(=NC(=O)c2ccc(OC(C)C)cc2)n(C)c1C | -8

The closing 3 records of the part above are carried over, then new ones follow:
SMILES | 14-3-3g Raf
CCn1c(=S)[nH]c2sc3c(c2c1=O)CCC(C)C3 (centres undefined) | 5
COc1ccc(C2Nc3ccccc3C(=O)N2Cc2ccccc2)cc1Cn1nc(C)c([N+](=O)[O-])c1C (centres undefined) | -8
CCOC(=O)c1sc(=NC(=O)c2ccc(OC(C)C)cc2)n(C)c1C | -8
CCOc1ccc(Nc2cc(C)nc3ccc(Cl)cc23)cc1 | -25
O=C(CN1C(=O)C2(OCCO2)c2ccccc21)c1ccc(Br)cc1 | -2
Cc1cc(C)nc(Sc2ncnc3sc4c(c23)CCCC4)n1 | -13
CN1C(=O)c2ccccc2C(C(=O)NCCN2CCc3ccccc3C2)C1c1cn(C)c2ccccc12 (centres undefined) | -6
COc1ccc(Cl)cc1Nc1ccc(C(=O)O)cc1[N+](=O)[O-] | -4
CC(=O)c1ccc(NC(=O)CN2CCCCC2)cc1 | -2
Clc1ccc2nc(N=Cc3ccc(Br)cc3)sc2c1 | -4
COc1ccc(NC2CC(=O)N(c3cccc(C)c3)C2=O)cc1 (centres undefined) | -5
O=C1CCCC2=C1C(c1cccc(O)c1)c1c(nc(SCc3ccc([N+](=O)[O-])cc3)[nH]c1=O)N2 (centres undefined) | -13
CCc1ccccc1Nc1cc(C(=O)NCCCN2CCOCC2)c2ccccc2n1 | -5
CCCN1C(=O)c2ccc(-c3nc4ccccc4c(=O)o3)cc2C1=O | -4
COCCn1nnnc1C(c1ccc(OC)c(OC)c1)N1CCc2ccccc21 (centres undefined) | -1
Cc1cc(C)cc(-n2nnc(C(=O)Nc3ccccc3F)c2N)c1 | -8
CSc1ccc(C2Nc3ccc4ccccc4c3C3=C2C(=O)CC(C)(C)C3)cc1 (centres undefined) | -4
COc1cc(C)c2occ(/C(C)=N\O)c2c1 | -3
Clc1ccc(-n2cc(-c3ccccc3)c3c(N4CCOCC4)ncnc32)cc1 | 13
CCOC(=O)CSc1ncnc2sc3c(c12)CCC(C)C3 (centres undefined) | -8
Cc1cccc(C)c1NC(=O)C1(N(C)C(=O)c2ccc3ccccc3n2)CCCC1 | 1
CCCOC(=O)c1ccc(Nc2nc(-c3ccc([N+](=O)[O-])cc3)nc3ccccc23)cc1 | -8
COc1ccc(OC)c(N(CC(=O)NCc2ccccn2)S(C)(=O)=O)c1 | -5
CCC1Oc2ccccc2N(CC(=O)NCCCN2CCN(c3ccccc3F)CC2)C1=O (centres undefined) | -6
O=C(CCSc1ccccc1)NCC1CCCO1 (centres undefined) | -7
Cc1ccc2cc(-c3noc(C4CCCCC4)n3)c(=O)[nH]c2c1 | -3
CCOc1cccc(C2CC(c3ccc4c(c3)OCO4)=NC(c3cccc(Br)c3)N2)c1O (centres undefined) | -8
O=C(c1cc(C2CC2)on1)N1CCN(c2ccc(F)cc2)CC1 | 2
O=C(Nc1ccccn1)c1ccc(S(=O)(=O)Nc2ccccn2)o1 | 0
COc1ccc(OC)c(C2C(C(C)=O)=C(O)C(=O)N2CCC(=O)O)c1 (centres undefined) | 5&-4
CC(C)(C)N1C(=O)c2ccc(C(=O)O)cc2C1=O | -1
Cc1cc(C(=O)OCC(=O)Nc2ccc(F)cc2)c(C)o1 | -10
CC(C)c1ccc(N(C)C(=O)c2cnc(N3CCN(c4ccccn4)CC3)c3ccccc23)cc1 | -9

Grouped by structure, the entries above with a cyano group
SMILES | 14-3-3g Raf
CCc1nc(N)c(C#N)c(-c2cccn2C)c1C | 7
CCC(Sc1nc2c(cc1C#N)CC(C)CC2)C(=O)Nc1cc(C)on1 (centres undefined) | -5
COc1ccc(CCNc2nc(SCC#N)nc3ccccc23)cc1OC | -7

(further entries)
SMILES | 14-3-3g Raf
COc1ccc(Nc2ccc3c4c(ncnc24)-c2ccccc2C3=O)cc1 | -72
CCN(CC)S(=O)(=O)c1cc(C(=O)Nc2ccc(Br)cc2)ccc1Cl | -5
COc1cc(C(=O)Nc2cccc(C)n2)ccc1OCc1ccccc1Cl | -4
O=C(C1CCCN(S(=O)(=O)c2cccs2)C1)N1CCC(N2CCCCC2)CC1 (centres undefined) | -8&-14
O=C(COc1ccc2c(c1)CCC2)N1CCc2ccccc21 | -13
CCOC(=O)c1nn(-c2ccc(C)cc2)c(=O)c2c(NC(=O)CC3CCCCC3)scc12 | -2
CCn1c2ccccc2c2nnc(SCN3C(=O)c4ccccc4C3=O)nc21 | -5&-1
Cc1cccc(N2C(=O)CC(Sc3nnc(C)s3)C2=O)c1 (centres undefined) | -64
COc1ccc(NC(=O)C2=C(C)NC(=S)NC2c2ccc(O)c(OC)c2)c(OC)c1 (centres undefined) | 1
C=CCOc1ccccc1CNn1nnnc1N | -4
